Screens deposited in PubChem BioAssay by National Center for Advancing Translational Sciences (NCATS).
ERG Ets-DNA blk = ERG Ets/DNA interaction inhibition. P11308. fluorescence polarization, His-ERG Ets domain / labelled DNA. Potency, µM (titrated, usually from 76.9 µM), for the others: top-dose FP activity, negative = inhibition, hits mostly inhibitors. 0.028% of 370,000 active. AID 624246; active = well fitted inhibition curve with a large enough effect in the polarisation, with a control signal flat; inconclusive = small, poorly fitted or top-dose-only effect, or effect the other way, or a change in a side signal; inactive = no such curve, though single readings can be large or run the other way; the % refers to the polarisation;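 note: polarization taken with two DNA probes labelled with fluorescein and Texas red; potency is the fitted concentration of half-maximal effect; % of control where 0% means no effect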
Target sequence (P11308 whole entry, looked up, the tested form may be a part): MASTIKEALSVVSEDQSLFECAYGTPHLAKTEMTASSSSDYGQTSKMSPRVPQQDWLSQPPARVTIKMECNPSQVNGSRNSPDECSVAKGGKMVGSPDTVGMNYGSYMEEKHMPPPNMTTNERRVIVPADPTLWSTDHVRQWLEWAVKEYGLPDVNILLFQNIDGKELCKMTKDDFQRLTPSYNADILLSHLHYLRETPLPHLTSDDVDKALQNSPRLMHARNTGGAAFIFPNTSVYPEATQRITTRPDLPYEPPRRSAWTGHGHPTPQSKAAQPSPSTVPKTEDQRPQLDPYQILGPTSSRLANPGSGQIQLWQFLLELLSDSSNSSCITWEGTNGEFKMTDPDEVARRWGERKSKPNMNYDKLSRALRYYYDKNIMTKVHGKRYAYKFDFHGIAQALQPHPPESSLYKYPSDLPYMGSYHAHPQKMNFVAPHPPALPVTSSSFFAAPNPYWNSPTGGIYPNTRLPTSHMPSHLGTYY
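His-tagged ERG Ets domain (1 uM in the protein solution; 300mM KCl, 50mM Tris-HCl, 1mM EDTA, 1mM DTT, pH 7.5) received compound, then a probe mix of 5 nM fluorescein-DNA and 100nM Texas-615-DNA. Fluorescence polarization was read for both dyes.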
Pol kappa inh = inhibitors of human DNA polymerase kappa; Q9UBT6; purified Pol kappa, fluorescent DNA synthesis assay, 10 min; Potency, µM (doses to about 107 µM), without a hit: at the top dose activity, negative = inhibition, actives largely listed as inhibitors; 0.53% of 400,000 active; note: potency is the fitted concentration of half-maximal effect; % is set by controls: 0 for no effect and ±100 for the full control effect
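Inhibition of 10 nM Pol kappa is measured by a fluorescent read-out at 0 and 10 min following addition of 50 nM substrate (final), with a 15-min room-temperature compound preincubation.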
12-LOX inh = ALOX12 (human) lipoxygenase inhibition; AID 1671190; Potency, µM (doses to about 108 µM), for the others: at the top dose activity change, negative = inhibition, hits mostly inhibitors; 1.1% of 580,000 active; purified 12hLO, xylenol orange hydroperoxide absorbance; note: potency is the fitted concentration of half-maximal effect; % is set by controls: 0 for no effect and ±100 for the full control effect
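Hydroperoxide product was detected by ferrous iron/xylenol orange as the 573 to 405 nm absorbance ratio. Arachidonic acid at 40 uM (final) was turned over for 30 min at room temperature by 150 nM human 12hLO, pH 7.0 Hepes buffer, after 15 min compound preincubation.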
Pol iota inh = DNA polymerase iota (human) inhibition | Q9UNA4 | Pol iota fluorescent replication assay, 10 min | Potency, µM (series often up to 115 µM), for the others: at the highest dose activity, negative = inhibition, usual class: inhibitors | 1% of 390,000 active | AID 588590; note: potency is the fitted concentration of half-maximal effect
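Pol iota at 10 nM preincubated 15 min with compounds at room temperature; reaction started with fluorescent substrate, 50 nM final. Fluorescence read kinetically at 0 and 10 min; buffer-only wells as negative control.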
Apoferritin bind = candidate novel general anesthetic via apoferritin binding | 0.074% of 350,000 active | apoferritin/1-aminoanthracene competitive binding, fluorescence | P02791 | Potency, µM (series often up to 77.5 µM), for inactives: at the top dose activity change, negative = displacement, actives largely listed as inhibitors; note: potency is the fitted concentration of half-maximal effect; % is set by controls: 0 for no effect and ±100 for the full control effect; nearly all actives have a fitted effect of over 20% in size
Target sequence (P02791 2-175 limits assumed): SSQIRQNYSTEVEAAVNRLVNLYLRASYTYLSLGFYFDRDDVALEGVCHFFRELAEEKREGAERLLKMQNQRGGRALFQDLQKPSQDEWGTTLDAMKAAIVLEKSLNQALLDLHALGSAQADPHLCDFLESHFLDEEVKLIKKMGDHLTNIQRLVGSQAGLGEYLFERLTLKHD
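Concentration-response curves derived by four-parameter Hill fitting of normalized fluorescence, where compounds displaced 1-AMA from 10 uM horse apoferritin following a brief 10 min room-temperature incubation; propofol titration acted as positive control.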
TRHR ag = activates the human TRH receptor | TRHR cells, calcium flux fluo-8, FDSS agonist mode | AID 493084 | 0.18% of 360,000 active | activation, % at 2 µM; in the data active = activation above about 30%; note: 0% is about no effect
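Agonist-mode FDSS calcium read (Ex 480/Em 530, 1 s cycles) in 1536-well TRHR cells with fluo-8 dye, after 10-cycle baseline and 23 nL compound addition; TRH at EC20 (10 nM final) added afterwards for the enhancer phase.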
BLM helicase inh = blocks DNA unwinding by human BLM helicase; P54132; recombinant BLM DNA unwinding, fluorescence dequenching; Potency, µM (top dose mostly 56.1 µM), for inactives: top-dose activity change, negative = inhibition, usual class: inhibitors; 0.2% of 350,000 active; AID 2528;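 note: potency is the fitted concentration of half-maximal effect; plate controls were vehicle for no effect and no enzyme for full effect; nearly all actives have a fitted effect of over 35% in size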
APEX1 inh = APE1 (human) endonuclease inhibition; recombinant APE1, TAMRA/BHQ-2 abasic DNA cleavage fluorescence; P27695; 0.35% of 350,000 active; Potency, µM (top dose mostly 65.8 µM), for the others: at the top dose activity change, negative = inhibition, usual class: inhibitors; AID 2517;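 note: potency is the fitted concentration of half-maximal effect; plate controls were vehicle for no effect and reference inhibitor for full effect; nearly all actives have a fitted effect of over 55% in size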
Target sequence (P27695 whole entry, looked up): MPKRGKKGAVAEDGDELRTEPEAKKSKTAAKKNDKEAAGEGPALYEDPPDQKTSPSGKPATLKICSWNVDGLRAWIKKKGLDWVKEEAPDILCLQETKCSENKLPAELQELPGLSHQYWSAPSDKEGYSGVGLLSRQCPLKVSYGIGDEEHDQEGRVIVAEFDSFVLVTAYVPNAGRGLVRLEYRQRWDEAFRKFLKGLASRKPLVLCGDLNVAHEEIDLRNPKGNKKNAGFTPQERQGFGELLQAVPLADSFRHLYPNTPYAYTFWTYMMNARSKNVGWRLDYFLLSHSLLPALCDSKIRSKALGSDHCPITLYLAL
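Quantitative HTS: incision of a TAMRA/BHQ-2 double-stranded substrate bearing a tetrahydrofuran abasic site by 0.75 nM APE1 raises fluorescence. Substrate 50 nM final, added after 15 min compound preincubation at room temperature; progress as third-minus-first kinetic read difference.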
POLB inh = inhibitors of human DNA polymerase beta | P06746 | Pol beta primer extension/strand displacement, fluorescence kinetic | Potency, µM (titrated, usually from 114 µM), for inactives: at the top dose activity change, negative = inhibition, most hits filed as inhibitors | 1.3% of 340,000 active; note: potency is the fitted concentration of half-maximal effect; % is set by controls: 0 for no effect and ±100 for the full control effect
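10 nM enzyme + cpd, 15 min RT; start with substrate 50 nM final; read 0 min and after 10 min RT. Corrected, normalized data; 4-parameter Hill curve fit.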
Starred values were filed as active, the others as inactive; ? = inconclusive; nt = not tested or not shown; & = joins results of further samples; [ ] = another dose, or the depositor's remark. Unless noted, calls come from the whole dose curve; as a rule, active = well fitted curve in the direction sought with a large enough effect; inconclusive = small, poorly fitted or top-dose-only effect, or another doubt; inactive = no such curve, though single readings can be large; an effect the other way counts as inactive or inconclusive.

Start of the data: the first 3 records, ahead of the listing:
SMILES	ERG Ets-DNA blk	Pol kappa inh	12-LOX inh	Pol iota inh	Apoferritin bind	TRHR ag	BLM helicase inh	APEX1 inh	POLB inh
O=c1[nH]c2ccccc2nc1Cc1ccc([N+](=O)[O-])cc1	-1%	4%	?	3%	-15%	0.9	0%	19%	26%
COc1ccc(C2CC(O)(c3ccccc3)Oc3cc(C)cc(C)c32)cc1 (configuration not stated)	nt	-8%	nt	-9%	-11%	nt	-13%	-6%	nt
CC[N+]1(CC(O)COC2CC(C)CC(C)(C)C2)CCOCC1 (configuration not stated)	1%	-13%	?	-25%	-4%	-0.1	-2%	-2%	15%

All compounds of this part, previewed entries included:
SMILES	ERG Ets-DNA blk	Pol kappa inh	12-LOX inh	Pol iota inh	Apoferritin bind	TRHR ag	BLM helicase inh	APEX1 inh	POLB inh
O=c1[nH]c2ccccc2nc1Cc1ccc([N+](=O)[O-])cc1	-1%	4%	?	3%	-15%	0.9	0%	19%	26%
COc1ccc(C2CC(O)(c3ccccc3)Oc3cc(C)cc(C)c32)cc1 (configuration not stated)	nt	-8%	nt	-9%	-11%	nt	-13%	-6%	nt
CC[N+]1(CC(O)COC2CC(C)CC(C)(C)C2)CCOCC1 (configuration not stated)	1%	-13%	?	-25%	-4%	-0.1	-2%	-2%	15%
CCN(c1ccccc1)S(=O)(=O)c1ccc(Cl)c(NC(=O)CSc2nncn2C)c1	-11%	-6%	5%	173%[activator]	-1%	-0.1	-1%	11%	25%
Cc1ccsc1/C=N/n1cnnc1	-1%	-12%	-13%	17%	-9%	0.5	-6%	2%	18%
O=C(Nc1ccccc1N1CCCC1)c1ccc2ccccc2c1	0%	1%	0%	16%	-14%	0.2	-10%	3%	-6%
CN(C)S(=O)(=O)c1ccc(C(=O)NCC(c2cccs2)N2CCOCC2)cc1 (configuration not stated)	5%	-8%	-14%	0%	nt	-0.4	nt	?	nt
Cc1ccc(NC(=O)N(Cc2cc3cc(C)cc(C)c3[nH]c2=O)CC2COCCO2)cc1 (configuration not stated)	-8%	-4%	11%	1%	-8%	-0.9	-5%	2%	19%
COc1ccc(CNC(=O)c2cnc3sc(N4CCCCCC4)nn3c2=O)cc1	2%	-16%	-22%	21%	-11%	0.2	0%	nt	2%
O=C(NCC(c1ccco1)N1CCN(c2ccc(F)cc2)CC1)C(=O)NC1CCCCC1 (configuration not stated)	-5%	-6%	?	94%[activator]	nt	0.0	nt	-7%	nt
COc1cccc(CN2CCN(Cc3cc(OC)c(OC)c(OC)c3)CC2)c1OC	1%	-2%	?	45%[activator]	-3%	-0.5	-1%	-8%	7%
COc1ccccc1N(Cc1ccccc1)S(=O)(=O)c1cc(C(=O)O)ccc1Cl	-6%	-9%	-2%	80%[activator]	-4%	-0.1	-1%	0%	30%
O=C(C=Cc1ccco1)c1ccc2ccccc2c1	7%	-29%	18µM*	?	nt	nt	nt	nt	nt
COc1cccc(NC(=O)CN2C(=O)NC(C)(C3CC3)C2=O)c1 (configuration not stated)	0%	-17%	321%[activator]	9%	nt	nt	nt	10%	nt
O=C(OCc1ccc(F)cc1)c1ccc2c(c1)-c1ccccc1C2=O	-5%	-5%	13%	10%	-12%	0.5	-6%	3%	8%
CC12CCC(C(=O)N(c3cccc(Cl)c3)C1=O)C2(C)C (configuration not stated)	2%	-4%	14%	-6%	?	0.1	1%	0%	-17%
CCCn1c(N)c(C(=O)NS(=O)(=O)c2ccc(C)cc2)c(=O)n(C)c1=O	25%	-2%	37%[activator]	-83%	-6%	0.0	-3%	-1%	0%
CC(C)(C)OC(=O)Cn1c(=O)cnc2ccccc21	-7%	2%	-29%	13%	-3%	0.5	-1%	6%	17%
CCC(Oc1ccccc1-c1nnc(-c2ccccc2)o1)C(=O)Nc1ccc(C(C)=O)cc1 (configuration not stated)	-4%	3%	-9%	-13%	-4%	-0.8	-1%	nt	9%
O=S(N1CCCCCC1)C12CC3CC(CC(C3)C1)C2 (configuration not stated)	-6%	-12%	404%[activator]	9%	?	2.3	0%	-3%	?

Complete entries, looked up by structure.
Shown for O=C(C=Cc1ccco1)c1ccc2ccccc2c1 = ERG Ets-DNA blk = 7%; Pol kappa inh = -29%; 12-LOX inh = 18µM*; Pol iota inh = ?; Apoferritin bind = nt; TRHR ag = nt; BLM helicase inh = nt; APEX1 inh = nt; POLB inh = nt
Shown for COc1cccc(NC(=O)CN2C(=O)NC(C)(C3CC3)C2=O)c1 (configuration not stated) = ERG Ets-DNA blk = 0%; Pol kappa inh = -17%; 12-LOX inh = 321%[activator]; Pol iota inh = 9%; Apoferritin bind = nt; TRHR ag = nt; BLM helicase inh = nt; APEX1 inh = 10%; POLB inh = nt
Shown for CC12CCC(C(=O)N(c3cccc(Cl)c3)C1=O)C2(C)C (configuration not stated) = ERG Ets-DNA blk = 2%; Pol kappa inh = -4%; 12-LOX inh = 14%; Pol iota inh = -6%; Apoferritin bind = ?; TRHR ag = 0.1; BLM helicase inh = 1%; APEX1 inh = 0%; POLB inh = -17%

The list continues.
SMILES	ERG Ets-DNA blk	Pol kappa inh	12-LOX inh	Pol iota inh	Apoferritin bind	TRHR ag	BLM helicase inh	APEX1 inh	POLB inh
CC1(c2ccc3ccccc3c2)NC(=O)N(CC(=O)Nc2ncccc2O)C1=O (configuration not stated)	-17%	1%	33%[activator]	-10%	nt	3.1	nt	-9%	nt
Cc1ccc(-c2csc(Nc3ccccc3)[n+]2CCc2ccccc2)cc1	-1%	6%	-24%	23%	4%	0.7	-5%	-1%	1%
COc1ccc(S(=O)(=O)N2CCCCCC2)cc1NC(=O)Cc1ccccc1F	-5%	-2%	0%	14%	7%	1.2	-7%	1%	22%
COc1ccc(CNc2ccnc(-c3ccc(C(=O)N(C)C)cc3)n2)c(OC)c1	nt	1%[60.1 µM]	?	nt	nt	nt	2%	-4%	nt
CCC(=O)N1c2ccc(S(=O)(=O)NC3CCCCC3)cc2CC1C (configuration not stated)	?	2%	-7%	9%	-18%	-0.6	-3%	55%	12%
Cc1cc(C)n(C(=O)c2cccc([N+](=O)[O-])c2C)n1	9%	4%	18%	-5%	-2%	-0.8	-3%	36%	14%
CCCCNC(=O)COC(=O)c1c2c(nc3ccccc13)/C(=C/c1cccs1)CC2	-1%	-28%	-17%	113%[activator]	4%	0.7	-20%	10%	25µM*
N#Cc1nc(Cc2ccccc2)oc1NCc1cccnc1	-9%	-3%	395%[activator]	14%	-9%	0.3	1%	20%	19%
COc1ccc2cc(/C(C)=N/NC(=S)Nc3cc(S(=O)(=O)N4CCOCC4)ccc3N3CCOCC3)ccc2c1	nt	nt	nt	nt	1%	0.4	-7%	?	?
COc1ccc(C(c2nnnn2CC2CCCO2)N2CCN(c3ccc(F)cc3)CC2)cc1 (configuration not stated)	0%	-2%	?	-1%	-11%	-1.1	-8%	14%	11%
C=CCn1c(O)c(N=O)c2cc(C)ccc21	-1%	-12%	0%	-2%	-13%	-0.3	-3%	2%	11%
COCCNc1oc(/C=C/c2ccc(F)cc2)nc1C#N	0%	0%	-4%	7%	434%[activator]	-0.5	1%	nt	19%
C#CCOCCOCCOCCNc1nc(N2CCOCC2)nc(N2CCN(C(=O)[C@H](CC(N)=O)n3cc(C(N)[C@@H](C)CC)nn3)CC2)n1 (some centres not stated)	-5%	6%	-13%	-13%	nt	nt	nt	40%	nt
Cc1cc(NC(=O)Nc2ccc3c(ccn3C)c2)sn1	-1%	-19%	-2%&0%	-11%[58.9 µM]	nt	nt	?	14%&-11%	-2%[57.1 µM]
Cc1c(NC(=O)C(C)OC(=O)C23CC4CC(CC(Br)(C4)C2)C3)c(=O)n(-c2ccccc2)n1C (configuration not stated)	8%	14%	88%[activator]	-13%	-4%	0.0	1%	1%	-2%
COC(=O)CCCC(=O)N1CCCC(C(=O)c2ccc(-c3ccccc3)cc2)C1 (configuration not stated)	-6%	1%	39%[activator]	-12%	?	-1.0	-2%	11%	4%
CCCN1C(=O)C2(SC(NC(C)=O)=NN2C(C)=O)c2cc(C)cc(C)c21 (configuration not stated)	-8%	-2%	0%	79%[activator]	35%[activator]	-0.6	-3%	3%	6%
CC1(C)CC(=O)NC=C(c2ccccc2)C1	-6%	0%	0%	12%	-9%	-0.3	3%	2%	9%
COc1ccc(Cn2c(=O)c3oc4ccccc4c3n(CC(=O)Nc3c(C)cccc3C)c2=O)cc1	1%	2%	-12%	15%	-1%	0.0	-1%	nt	3%
O=C(Nc1ccccc1F)c1ccccc1-c1ccccc1	11%	5%	-9%	9%	-1%	-1.9	1%	-2%	-1%
Cc1cc(C(=O)N2CCCC(N3CCN(c4cccc(C(F)(F)F)c4)CC3)C2)nn1C (configuration not stated)	-2%	2%	35%[activator]	45%[activator]	-11%	-0.1	-4%	22%	4%
CCc1ccc(NC(=O)Cn2nnc(C(=O)NCc3ccc(C)cc3)c2N)cc1	0%	2%	-26%	-23%	1%	1.0	-6%	nt	?
Cc1cc(C(=O)N/N=C/c2ccc(-c3cccc(Cl)c3)o2)n[nH]1	5%	-8%	402%[activator]	12%	41%[activator]	0.3	-10%	-1%	?

These rows are one share of the data. The share of hits here may be higher or lower than overall.
